Compound activity deposited in PubChem BioAssay by Johns Hopkins Ion Channel Center.
ANO1 activ: activates or potentiates the mouse TMEM16A chloride channel | Q8BHY3 | AID 623877 | hit rate 0.3% among 340,000 | B-score at 10 µM | HEK293 TMEM16A/YFP-H148Q/I152L, iodide quench fluorescence; hits give low values;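 active means fluorescence-ratio B-score plate-corrected deviation score at least 3 library SD below zero, with starting fluorescence score within 5 deviations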;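 further: channel opened by trigger with iodide after compound preincubation; score built on the fluorescence ratio of max minus min over baseline; more negative score means more quench and so TMEM16A activation or potentiation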
Target sequence (Q8BHY3 whole entry, looked up): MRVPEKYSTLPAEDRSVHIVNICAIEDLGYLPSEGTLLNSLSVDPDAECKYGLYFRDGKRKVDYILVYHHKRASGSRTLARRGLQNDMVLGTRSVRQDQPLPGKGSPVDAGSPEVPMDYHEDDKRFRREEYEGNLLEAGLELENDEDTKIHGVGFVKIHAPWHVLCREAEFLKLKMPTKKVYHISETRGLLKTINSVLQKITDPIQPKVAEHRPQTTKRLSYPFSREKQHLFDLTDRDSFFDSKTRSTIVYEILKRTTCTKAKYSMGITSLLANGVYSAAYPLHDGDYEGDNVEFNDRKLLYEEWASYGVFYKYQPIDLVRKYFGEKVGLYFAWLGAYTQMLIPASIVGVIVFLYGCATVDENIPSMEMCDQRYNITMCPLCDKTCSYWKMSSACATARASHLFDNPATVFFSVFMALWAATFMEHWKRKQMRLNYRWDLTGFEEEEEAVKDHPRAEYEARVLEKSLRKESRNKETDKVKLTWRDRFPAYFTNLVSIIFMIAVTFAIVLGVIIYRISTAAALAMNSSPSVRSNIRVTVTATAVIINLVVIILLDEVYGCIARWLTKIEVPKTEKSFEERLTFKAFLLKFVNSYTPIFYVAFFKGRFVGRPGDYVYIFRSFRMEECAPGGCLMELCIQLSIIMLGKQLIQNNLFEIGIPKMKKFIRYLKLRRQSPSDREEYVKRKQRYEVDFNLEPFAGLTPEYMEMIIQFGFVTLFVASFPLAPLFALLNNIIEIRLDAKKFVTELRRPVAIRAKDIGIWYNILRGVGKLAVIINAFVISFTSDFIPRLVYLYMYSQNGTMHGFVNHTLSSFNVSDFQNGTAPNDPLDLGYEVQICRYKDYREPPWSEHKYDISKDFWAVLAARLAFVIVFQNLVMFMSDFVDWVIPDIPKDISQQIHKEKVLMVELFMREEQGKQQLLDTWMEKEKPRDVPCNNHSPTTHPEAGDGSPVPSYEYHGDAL
KCNK3 block: human KCNK3 channel inhibition, primary screen; B-score at 10 µM; AID 602410; CHO-KCNK3 thallium flux, FluxOR fluorescence; hits give low values; hit rate 0.84% among 340,000; O14649;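 active means B-score under library mean minus 4 SD, starting fluorescence ratio at most library mean plus 5 SD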;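 further: more negative B-score means stronger inhibition of thallium flux through KCNK3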
Active calls of the source: *; i = inactive.

SMILES | ANO1 activ | KCNK3 block
CC(=O)NC(CCC(=O)O)C(=O)O (stereo not drawn) | i | i
COc1ccc(S(=O)(=O)Nc2cccc(S(=O)(=O)N(C)C)c2)cc1[N+](=O)[O-] | i | i
CC1CCN(C(=O)COC(=O)c2ccc3c(c2)C(=O)N(Cc2ccco2)C3=O)CC1 | i | i
CCn1c(SCCN2CCCCC2)nc2c1c(=O)n(C)c(=O)n2C | i | i
O=C(c1cccs1)c1ccccc1Cc1cccs1 | i | i
COc1ccc2nc(N=Nc3ccc(N(C)C)cc3)sc2c1 | i | i
O=C(CSc1ncnc2sccc12)Nc1ccc(S(=O)(=O)N2CCOCC2)cc1 | i | i
CCCCn1c(N)c(N(CCOC)C(=O)CCNC(=O)NC23CC4CC(CC(C4)C2)C3)c(=O)[nH]c1=O | i | i
CN(C)C(=O)C(Sc1ccc(S(=O)(=O)N2CCCC2)cn1)c1ccccc1 (stereo not drawn) | i | i
CCc1n[n+](CC(=O)c2ccccc2)c(N)s1 | i | i
Nn1c(SCC(=O)NCCC2=CCCCC2)nnc1-c1cccnc1 | i | i
Cc1ccc(NC(=O)CSc2nnnn2C2CC2)cc1S(=O)(=O)N1CCOCC1 | i | i
COc1ccc(S(=O)(=O)N2CCC3CC2c2cc(N4CCOCC4)ccc23)cc1 (stereo not drawn) | i | i
Cc1cccc(NC(=O)COC(=O)c2ccc(S(=O)(=O)N3CCCC3)cc2)c1 | i | i
COc1cc2c(O)cc(C(=O)O)c(-c3cc(OC)c(OC)c(OC)c3)c2cc1OC | i | i
Cc1cccc([C@H]2[C@@H]3C=CC[C@@H](C)[C@@H]3C(=O)N2Cc2ccccc2)c1 | i | i
CN(C)C(CNC(=O)C1CCN(S(=O)(=O)c2cc(Cl)ccc2Cl)CC1)Cc1ccccc1 (stereo not drawn) | i | i
Cc1ccc(S(=O)(=O)N(C)C)cc1NC(=O)COc1cccc(-n2cnnn2)c1 | i | i
O=C(CCCCC(=O)Sc1ccccc1)Sc1ccccc1 | i | i
O=S(=O)(O)c1cc2onnc2c2ccccc12 | i | i
COc1cc2oc(=O)cc(-c3ccc(-c4ccc(N(C)C)cc4)cc3)c2c(OC)c1OC | i | i
CN(c1ccccc1)S(=O)(=O)CS(=O)(=O)N(C)c1ccccc1 | i | i
COC1=C(C)C(=O)C2=C(C1=O)C1C3CC4=C(C(=O)C(OC)=C(C)C4=O)C(CNC(=O)C(C)=O)N3C(C#N)C(C2)N1C (stereo not drawn) | i | i
Cc1ccc(CNC(=O)COc2cccc3c2OC(C)(C)C3)cc1 | i | i
Cc1c(N)cc(S(=O)(=O)O)cc1NC(=O)c1cccc([N+](=O)[O-])c1 | i | i
COCC(=O)OC1CCn2c1nc1c2C(=O)C(C)=C(NC(C)=O)C1=O (stereo not drawn) | i | i
Cc1ccc(NC(=S)N2CCC(C(=O)c3ccc(F)cc3)CC2)cc1C | i | i
N#CC(=Nc1ccccc1)c1ccccc1 | i | i
COc1ccc2[nH]c3c4c(ccc3c2c1)C(=O)C=CC4=O | i | i
CCCNC1(C(N)=O)CCN(Cc2ccccc2)CC1 | i | i
COc1ccc(CN(C)C(=O)C(CCSC)NS(=O)(=O)c2ccc3c(c2)OCCO3)c(OC)c1OC (stereo not drawn) | i | i
CCCCNc1c(-c2ccc(-c3ccc(OC)cc3)c(OC)c2)nc2ccccn12 | i | i
O=C(NNS(=O)(=O)c1ccc(Br)cc1)c1csnn1 | i | i
CCN1C[C@@H]2[C@@H]3C(=O)N(C)C(=O)[C@@H]3[C@](Cc3ccccc3)(C1=O)N2C(=O)c1ccc(Cl)cc1 | i | i
CCc1ccc(C(=O)NNC(=O)c2cccc(S(=O)(=O)N3CCN(C)CC3)c2)cc1 | i | i
COc1cccc(OC)c1OC(=O)c1ccccc1 | i | i
Cc1ccc(S(=O)(=O)N2CCCCC2)cc1C(=O)OC(C)C(=O)NCC1CCCCC1 (stereo not drawn) | i | i
COc1ccc(Cn2c(CCC(=O)N3CCN(c4ccccn4)CC3)nc3ncccc3c2=O)cc1 | i | i
CN(Cc1cccnc1)C(=O)c1cc(S(=O)(=O)Nc2ccccc2F)ccc1Cl | i | i
Cc1ccc(C)c(N2N=C(C(=O)OCc3nnc(-c4cccs4)o3)CCC2=O)c1 | i | i

An excerpt of these results, with values ahead of the structure.
ANO1 activ,KCNK3 block,SMILES
i,i,Nn1c(SCC(=O)NCCC2=CCCCC2)nnc1-c1cccnc1
i,i,Cc1ccc(NC(=O)CSc2nnnn2C2CC2)cc1S(=O)(=O)N1CCOCC1
i,i,COc1ccc(S(=O)(=O)N2CCC3CC2c2cc(N4CCOCC4)ccc23)cc1 (stereo not drawn)
i,i,Cc1cccc(NC(=O)COC(=O)c2ccc(S(=O)(=O)N3CCCC3)cc2)c1
i,i,COc1cc2c(O)cc(C(=O)O)c(-c3cc(OC)c(OC)c(OC)c3)c2cc1OC
i,i,Cc1cccc([C@H]2[C@@H]3C=CC[C@@H](C)[C@@H]3C(=O)N2Cc2ccccc2)c1
i,i,CN(C)C(CNC(=O)C1CCN(S(=O)(=O)c2cc(Cl)ccc2Cl)CC1)Cc1ccccc1 (stereo not drawn)
i,i,Cc1ccc(S(=O)(=O)N(C)C)cc1NC(=O)COc1cccc(-n2cnnn2)c1
i,i,O=C(CCCCC(=O)Sc1ccccc1)Sc1ccccc1
i,i,O=S(=O)(O)c1cc2onnc2c2ccccc12
i,i,COc1cc2oc(=O)cc(-c3ccc(-c4ccc(N(C)C)cc4)cc3)c2c(OC)c1OC
i,i,CN(c1ccccc1)S(=O)(=O)CS(=O)(=O)N(C)c1ccccc1
i,i,COC1=C(C)C(=O)C2=C(C1=O)C1C3CC4=C(C(=O)C(OC)=C(C)C4=O)C(CNC(=O)C(C)=O)N3C(C#N)C(C2)N1C (stereo not drawn)
i,i,Cc1ccc(CNC(=O)COc2cccc3c2OC(C)(C)C3)cc1

(cont.)
SMILES | ANO1 activ | KCNK3 block
Cc1ccc(C)c(COC(=O)c2cccc(S(=O)(=O)N3CCCC3)c2)c1 | i | i
COCC(=O)n1nc(-c2ccccc2)nc1NCc1cccs1 | i | i
COc1cc(CCc2ccccc2)c(C(=O)O)c(O)c1C/C=C(/C)CCC=C(C)C | i | i
O=C(Nc1ccccc1N1CCCC1)C1CCCO1 (stereo not drawn) | i | i
COc1ccccc1/C=C/C(=O)OCC(=O)Nc1nnc(-c2ccccc2)o1 | i | i
CC(=O)OCC1CC(COC(C)=O)C(COC(C)=O)CC1COC(C)=O (stereo not drawn) | i | i
O=Cc1ccc(Sc2ncccn2)o1 | i | i
Cc1ccc(S(=O)(=O)N2CC(O)C[C@H]2C(=O)OCC(=O)N2CCN(c3ccc(F)cc3)CC2)cc1C (stereo partly drawn) | i | i
Nc1[nH][nH]c(=O)c1N=Nc1ccccc1 | i | i
COc1ccc(Cl)cc1C(=O)OCC(=O)NC1CCCC(C)C1C (stereo not drawn) | i | i
CC1CCCCCCC1OC(=O)c1ccccc1C(=O)O (stereo not drawn) | i | i
CCOC(=O)c1ccccc1NC(=O)COC(=O)C(Cc1c[nH]c2ccccc12)NC(C)=O (stereo not drawn) | i | i
C=CCOC(=O)c1cc(-c2ccc(/C=C3\C(=O)NC(=O)C(C#N)=C3C)o2)ccc1Cl | i | i
CCOc1cc(C#N)ccc1OCC(=O)NNC(=O)CC1CCS(=O)(=O)C1 (stereo not drawn) | i | i
CC(=O)Nc1ccc(C=NN=C2c3ccccc3-c3ccccc32)cc1 | i | i
CC(C)(C)OC(=O)n1cccc1/C=C1\c2ccccc2C(=O)N1c1ccccc1 | i | i
C#CCOCCOCCOCCNc1nc(N2CCN(C(=O)[C@H](C)n3cc(CCC(=O)O)nn3)CC2)nc(N2CCN(C(=O)[C@H](Cc3ccc(O)cc3)n3cc(CCO)nn3)CC2)n1 | i | i
COc1ccc(OCCN2CCN(S(=O)(=O)c3ccccc3C#N)CC2)cc1 | i | i
Nc1nn2c(-c3ccccc3)cc(=O)[nH]c2c1N=Nc1ccc(Br)cc1 | i | i
CSc1ncccc1C(=O)OCC(=O)Nc1cccc(S(=O)(=O)N2CCOCC2)c1 | i | i
OC(c1ccccc1)(c1ccccc1)c1nccc2ccccc12 | i | -10*
NS(=O)(=O)c1ccc(NC(=O)CCCCCN2C(=O)c3ccccc3C2=O)cc1 | i | i
S=C1SCCN1Cc1ccccc1 | i | i
N=c1c(S(=O)(=O)c2ccc(Br)cc2)cc2c(=O)n3ccccc3nc2n1CCN1CCOCC1 | i | i
CCCCCCCCCC(=O)N[C@@H]1c2cc(OC)c(OC)cc2C[C@H]1O | i | i
CC(C)Cn1cnc2c(SCc3ccc(Cl)cc3)nc(N)nc21 | i | i
COC(=O)c1ccc(COC(=O)CCNS(=O)(=O)c2ccc(C)c(C)c2)cc1 | i | i
COc1ccccc1C(=O)NCCC(=O)N1CC(C)OC(C)C1 (stereo not drawn) | i | i
O=C1OC(c2ccc3ccccc3c2O)(c2ccc3ccccc3c2O)c2ccccc21 | i | i
O=C(NC1CC1)c1cc(Cl)nc2ccccc12 | i | i
OCCNCc1cccc(-c2ccccc2)c1O | i | i
CN(C)CCC(O)(c1ccccc1)c1ccccc1Cl (stereo not drawn) | i | i
Cn1c(=O)c2[nH]c(NN=Cc3ccc(F)cc3)nc2n(C)c1=O | i | i
COc1cc2c(c(OC)c1OC)C(=O)C(=Cc1ccccc1)O2 | i | i
CCN(CC(=O)Nc1ccc2c(c1)OCCO2)C(=O)c1cc(S(=O)(=O)N2CCOCC2)ccc1F | i | i
O=C(COC(=O)c1ccc(F)c(S(=O)(=O)N2CCOCC2)c1)c1ccc(Br)cc1 | i | i
c1ccc(-c2cn3ccccc3n2)cc1 | i | i
CCOC(=O)C1CCN(c2c(N3CCN(c4ccccc4OC)CC3)c(=O)c2=O)CC1 | i | i
O=C1CCC(C2CCc3cc(O)ccc3C2)C1 (stereo not drawn) | i | i
Cc1ccccc1OCC(=O)NNC(=O)C1CC(=O)N(c2ccc3c(c2)OCCO3)C1 (stereo not drawn) | i | i
O=C(CNc1cccc(S(=O)(=O)N2CCCCCC2)c1)Nc1cccc([N+](=O)[O-])c1 | i | i
CCN(CC)CCNC(=O)c1ccc(NC(=O)c2cccc(S(=O)(=O)N3CCCCCC3)c2)cc1 | i | i
O=C(CNCc1ccc(Cl)cc1)Nc1cc(S(=O)(=O)N2CCCC2)ccc1Cl | i | i
COc1ccc(C(CNC(=O)c2cc(S(=O)(=O)Nc3cccc(C)c3)ccc2C)N2CCOCC2)cc1 (stereo not drawn) | i | i
C#CC1(O)CCC2C3CCc4cc(O)cc(C)c4C3CCC21C (stereo not drawn) | i | i
COCC(=O)n1nc(-c2ccccc2)nc1NCc1ccccc1 | i | i
Cc1cc(Br)ccc1NC(=O)CN(C)C(=O)c1cccc(S(=O)(=O)N2CCN(C)CC2)c1 | i | i
NC(=O)C1=C(N=C2CCCCC2)CCCC1 | i | i
CCOc1cc(C(=O)CCC(=O)OCC(=O)Nc2ccc(F)cc2)ccc1O | i | i
Cc1noc(C)c1C(=O)Nc1cc(S(=O)(=O)N2CCCCC2)ccc1N(C)C | i | i
Cc1cc2c(cc(C(=O)OC(C)C(=O)NCc3ccc(F)cc3)n2C)o1 (stereo not drawn) | i | i
CCOC(=O)N1CCN(C(=O)CSc2ncnc3sccc23)CC1 | i | i
CC1C(=O)C(C)C(c2ccccc2)N(N=O)C1c1ccccc1 (stereo not drawn) | i | i
CCCn1c(N)c(C(=O)COC(=O)CNC(=O)c2ccccc2OCC)c(=O)[nH]c1=O | i | i
Cc1ccc(C2(SCC(N)C(=O)O)c3ccccc3-c3ccccc32)cc1 (stereo not drawn) | i | i
NC(=O)c1ccc(OCc2ccccc2)nc1 | i | i
NS(=O)(=O)c1cccc(NC(=O)COC(=O)Cc2ccc(S(=O)(=O)N3CCOCC3)s2)c1 | i | i
COc1ccc(C)cc1NC(=O)C1CC(=O)N(CCc2ccc(F)cc2)C1 (stereo not drawn) | i | i
COc1ccc2[nH]c3c(c2c1)CCN1C(=O)C(CC(=O)NCCCN(C)C)C[C@H](C(=O)N2CCCCC2)[C@@]31CCc1ccccc1 (stereo partly drawn) | i | i
COc1ccccc1NC(=O)CSc1nnc2ccccn12 | i | i

KCNK3 block, hit marks shown above
SMILES | ANO1 activ | KCNK3 block
OC(c1ccccc1)(c1ccccc1)c1nccc2ccccc12 | i | -10*

(listing goes on)
SMILES | ANO1 activ | KCNK3 block
CCOC(=O)c1c(C)[nH]c(C)c1C(=O)COC(=O)c1cccnc1SC | i | i
Cc1nn(C)c(=S)[nH]c1=S | i | i
O=C(O)CN(CC(=O)O)CC(=O)O | i | i
CCOc1ccc(OCCCC(=O)Nc2cc(S(=O)(=O)N3CCOCC3)ccc2N2CCOCC2)cc1 | i | i
Nc1nc(N)c2cc([N+](=O)[O-])ccc2n1 | i | i
Cc1ccccc1NC(=O)Cc1nc(COC(=O)c2ccc([N+](=O)[O-])cc2)cs1 | i | i
CN(C)CCOC1(Cc2ccc(F)cc2)CCC(C(C)(C)C)CC1 (stereo not drawn) | i | i
Cc1ccccc1OCC(=O)OCC(=O)NC1CCCCCC1 | i | i
CC(=O)Nc1cc(=O)c2cccnc2[nH]1 | i | i
NC(CSC1(c2ccccc2)c2ccccc2-c2ccccc21)C(=O)O (stereo not drawn) | i | i
O=C(NN=Cc1cccc([N+](=O)[O-])c1)c1cccc2ccccc12 | i | i
CC(=O)c1ccc(-c2cccc(-c3cc(=O)oc4ccc(C(C)(C)C)cc34)c2)cc1 | i | i
COC1=NC2=NCCN2C(OC)=N1 | i | i
O=C(NNC(=O)c1ccncc1)Nc1cc(Cl)ccc1Cl | i | i
COc1c(NC(C)=O)c2c(c([N+](=O)[O-])c1OC)C(=O)OC2 | i | i
CCOc1ccc(NC(=O)CN(C)C(=O)C2CC2C)cc1OCC (stereo not drawn) | i | i
CCN(CC(=O)Nc1ccc(OC)cc1)C(=O)c1ccc2c(c1)NC(=O)CS2 | i | i
CCOC(=O)Nc1ccc2c(CN3CCN(S(=O)(=O)c4ccccc4F)CC3)cc(=O)oc2c1 | i | i
Cc1cc(C)c(C#N)c(SCC(=O)N(CCC#N)c2ccc3c(c2)OCCO3)n1 | i | i

These rows are one share of the data; rates above refer to the full screens.
